Screening data (PubChem)
DUSP3 inh: VHR1 (DUSP3) phosphatase inhibition; inhibition, % at 20 µM; 50,000 compounds, 0.7% hits; recombinant VHR phosphatase, colorimetric substrate read-out; P51452; in the data active = inhibition above about 60%; note: some results filed as inactive read as strong as hits
Target sequence (P51452 whole entry, looked up): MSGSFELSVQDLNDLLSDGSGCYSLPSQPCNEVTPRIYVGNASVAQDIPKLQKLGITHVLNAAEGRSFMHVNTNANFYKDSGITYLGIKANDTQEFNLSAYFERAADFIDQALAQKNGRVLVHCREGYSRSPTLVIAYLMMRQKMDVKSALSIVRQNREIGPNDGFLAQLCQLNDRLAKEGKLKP
Numbers without * were called inactive.

CC(O)c1nc2ccccc2n1Cc1ccccc1 (stereo not drawn)
- DUSP3 inh: -19

CC1=C(C(=O)Nc2ccc(Cl)cc2)C(c2ccc(Cl)cc2Cl)NC(=O)N1 (stereo not drawn)
- DUSP3 inh: -15

O=[N+]([O-])c1ccc(-c2nc(Cc3ccccc3Cl)no2)cc1
- DUSP3 inh: 1

COc1ccccc1C(=O)Nc1ccccc1[N+](=O)[O-]
- DUSP3 inh: -5

Cn1c(=O)c2c3c(sc2n(CC(=O)c2ccc(Cl)cc2)c1=O)COC(C)(C)C3
- DUSP3 inh: -1

O=c1cc(C(F)(F)F)oc2ccccc12
- DUSP3 inh: -16

O=C1C(=O)N(c2cccnc2)C(c2ccc(O)cc2)/C1=C(\O)c1ccccc1 (stereo not drawn)
- DUSP3 inh: 3

CC1(C)Cc2c(sc3nc(-c4ccccc4Cl)n(N)c(=O)c23)CO1
- DUSP3 inh: -61

CCOc1ccc(C(=O)Nc2ccc(OC)cc2OC)cc1OCC
- DUSP3 inh: -18

Nc1nnc(SCC(=O)c2ccc3c(c2)Cc2ccccc2-3)s1
- DUSP3 inh: 0

O=C1C(=Cc2cn(Cc3ccc(Cl)cc3)c3ccccc23)C(=O)c2ccccc21
- DUSP3 inh: -9

COc1ccc(Cc2nc3ccccc3n2CC(=O)NN)cc1OC
- DUSP3 inh: 12

Cc1ccc(-c2nc3ccc(C)cn3c2NC(=O)c2ccco2)cc1
- DUSP3 inh: -31

CC(Oc1ccccc1)C(=O)Nc1ccc(Cl)c([N+](=O)[O-])c1 (stereo not drawn)
- DUSP3 inh: 2

COc1ccc(/C(O)=C2\C(=O)C(=O)N(CCCO)C2c2ccc(Br)cc2)cc1 (stereo not drawn)
- DUSP3 inh: 0

CCc1ccccc1NC(=O)[C@H]1CC=CC[C@H]1C(=O)O
- DUSP3 inh: -29

O=C(O)COc1ccc(N2C(=O)c3c(Cl)c(Cl)c(Cl)c(Cl)c3C2=O)cc1
- DUSP3 inh: -9

CCOc1cc(/C=C2/SC(=S)N(Cc3ccccc3)C2=O)ccc1OCc1ccccc1
- DUSP3 inh: -3

CSc1nc(C)c(C(=O)Nc2ccccc2)c(C)c1C#N
- DUSP3 inh: 9

O=C(Nc1ccc(I)cc1Cl)c1ccc(Cl)c(Cl)c1
- DUSP3 inh: -18

CCOc1ccc2cc(S(=O)(=O)n3ccnc3)ccc2c1
- DUSP3 inh: -14

Cc1ccc2nc(-c3ccc([N+](=O)[O-])cc3)cn2c1
- DUSP3 inh: -1

CC1=C(C(=O)OC(C)C)C(c2ccc(F)cc2)C(C(=O)OC(C)C)=C(C)N1
- DUSP3 inh: -3

CCC1=NN2C(=N)/C(=C/c3ccc(OC(C)=O)cc3)C(=O)N=C2S1
- DUSP3 inh: 14

CCCCOc1ccc(S(=O)(=O)NCc2cccnc2)cc1
- DUSP3 inh: -11

O=C(Nc1nc(-c2ccc(Cl)cc2)cs1)C1CCCC1
- DUSP3 inh: 14

COc1ccc(Br)cc1CN1CCN(C(=O)COc2ccc3ccccc3c2)CC1
- DUSP3 inh: -2

O=C(c1cccs1)N1CCN(Cc2ccc(Br)cc2)CC1
- DUSP3 inh: 41

COc1ccc(NC(=O)N2CCN(c3ccccn3)CC2)cc1
- DUSP3 inh: -4

CCN(CC)c1ccc(C(=O)NCCc2ccccc2)cc1
- DUSP3 inh: 12

O=C1NN(c2ccc(F)c(Cl)c2)C(=O)/C1=C\c1ccc(-c2cccc(C(=O)O)c2)o1
- DUSP3 inh: -11

COc1ccc(CNc2cccc(SC)c2)c(OC)c1
- DUSP3 inh: 17

O=C1NC(=O)/C(=C\c2cc3c(cc2[N+](=O)[O-])OCO3)S1
- DUSP3 inh: -22

Cc1c(-c2ccc(Cl)cc2)nc2ccccc2c1C(=O)Nc1ccc(F)cc1F
- DUSP3 inh: -1

Cc1ccc(-c2ccc(NC(=O)c3ccccc3)cc2)o1
- DUSP3 inh: -8

Cc1nc(-c2ccccc2)sc1C(=O)Nc1cccc(-c2cn3ccccc3n2)c1
- DUSP3 inh: -6

CCC1=NN2C(=N)/C(=C/c3ccc(-c4ccc(F)cc4)o3)C(=O)N=C2S1
- DUSP3 inh: -1

CCOc1ccc(N(CC(=O)NCc2ccc(OC)cc2)S(=O)(=O)c2ccc(Br)cc2)cc1
- DUSP3 inh: 6

CC(C)C(c1ccc(O)cc1)c1ccc(O)cc1
- DUSP3 inh: -85

CCOC(=O)N1CCN(C2CC(=O)N(c3ccc(Cl)cc3)C2=O)CC1 (stereo not drawn)
- DUSP3 inh: -40

Cc1ccsc1/C=C1/SC(N2CCCC2)=NC1=O
- DUSP3 inh: -11

COc1ccc([N+](=O)[O-])cc1NC(=O)CC(c1ccccc1)c1ccccc1
- DUSP3 inh: -35

O=Nc1c(-c2ccccc2)[nH]n(-c2ccccc2)c1=O
- DUSP3 inh: -20

CCc1nnc(/N=C/c2c(C)[nH]n(-c3ccc(C)c(C)c3)c2=O)s1
- DUSP3 inh: -35

COC(=O)c1ccc(C(=O)OC)c(NC(=O)COc2ccc(Cl)cc2C)c1
- DUSP3 inh: -10

C/C(=N\Nc1nnc(-c2ccccc2)c(-c2ccccc2)n1)c1cccc([N+](=O)[O-])c1
- DUSP3 inh: -18

CCOc1ccc(C(=O)Nc2ccccc2O)cc1Cl
- DUSP3 inh: -1

COc1ccc(NC(=O)NCCc2ccc(Cl)cc2Cl)cc1OC
- DUSP3 inh: -22

NS(=O)(=O)c1cccc(NC(=O)c2cc(I)ccc2Cl)c1
- DUSP3 inh: -3

O=C1CC(SC(=NCCc2ccccc2)Nc2ccc(F)cc2)C(=O)N1c1ccc(F)cc1 (stereo not drawn)
- DUSP3 inh: -8

Another view of some results above.
SMILES | DUSP3 inh
CCCCOc1ccc(S(=O)(=O)NCc2cccnc2)cc1 | -11
O=C(Nc1nc(-c2ccc(Cl)cc2)cs1)C1CCCC1 | 14
COc1ccc(Br)cc1CN1CCN(C(=O)COc2ccc3ccccc3c2)CC1 | -2
O=C(c1cccs1)N1CCN(Cc2ccc(Br)cc2)CC1 | 41
COc1ccc(NC(=O)N2CCN(c3ccccn3)CC2)cc1 | -4
CCN(CC)c1ccc(C(=O)NCCc2ccccc2)cc1 | 12
O=C1NN(c2ccc(F)c(Cl)c2)C(=O)/C1=C\c1ccc(-c2cccc(C(=O)O)c2)o1 | -11
COc1ccc(CNc2cccc(SC)c2)c(OC)c1 | 17
O=C1NC(=O)/C(=C\c2cc3c(cc2[N+](=O)[O-])OCO3)S1 | -22
Cc1c(-c2ccc(Cl)cc2)nc2ccccc2c1C(=O)Nc1ccc(F)cc1F | -1
Cc1ccc(-c2ccc(NC(=O)c3ccccc3)cc2)o1 | -8
Cc1nc(-c2ccccc2)sc1C(=O)Nc1cccc(-c2cn3ccccc3n2)c1 | -6
CCC1=NN2C(=N)/C(=C/c3ccc(-c4ccc(F)cc4)o3)C(=O)N=C2S1 | -1
CCOc1ccc(N(CC(=O)NCc2ccc(OC)cc2)S(=O)(=O)c2ccc(Br)cc2)cc1 | 6
CC(C)C(c1ccc(O)cc1)c1ccc(O)cc1 | -85
CCOC(=O)N1CCN(C2CC(=O)N(c3ccc(Cl)cc3)C2=O)CC1 (stereo not drawn) | -40
Cc1ccsc1/C=C1/SC(N2CCCC2)=NC1=O | -11
COc1ccc([N+](=O)[O-])cc1NC(=O)CC(c1ccccc1)c1ccccc1 | -35
O=Nc1c(-c2ccccc2)[nH]n(-c2ccccc2)c1=O | -20
CCc1nnc(/N=C/c2c(C)[nH]n(-c3ccc(C)c(C)c3)c2=O)s1 | -35
COC(=O)c1ccc(C(=O)OC)c(NC(=O)COc2ccc(Cl)cc2C)c1 | -10
C/C(=N\Nc1nnc(-c2ccccc2)c(-c2ccccc2)n1)c1cccc([N+](=O)[O-])c1 | -18
CCOc1ccc(C(=O)Nc2ccccc2O)cc1Cl | -1
COc1ccc(NC(=O)NCCc2ccc(Cl)cc2Cl)cc1OC | -22
NS(=O)(=O)c1cccc(NC(=O)c2cc(I)ccc2Cl)c1 | -3
O=C1CC(SC(=NCCc2ccccc2)Nc2ccc(F)cc2)C(=O)N1c1ccc(F)cc1 (stereo not drawn) | -8

New compounds follow.
CCOc1ccccc1OCCCOc1ccccc1OCC
- DUSP3 inh: -14

CC1CC(Nc2ccccc2)c2ccccc2N1C(=O)c1sc2ccccc2c1Cl (stereo not drawn)
- DUSP3 inh: 3

COc1ccc(C(=O)Nc2ccc(S(=O)(=O)NC(C)=O)cc2)cc1[N+](=O)[O-]
- DUSP3 inh: -10

CCOc1ccc2nc(SCC(=O)Nc3ccc(OC)cc3OC)sc2c1
- DUSP3 inh: -2

O=C1S/C(=C\c2ccc(Br)cc2)C(=O)N1c1ccc(Cl)cc1
- DUSP3 inh: 3

O=C(Cn1cncn1)c1ccc(F)c(F)c1
- DUSP3 inh: -3

O=C(CN1C(=O)c2cccc3cccc(c23)C1=O)N1CCN(CCN2C(=O)C3C4C=CC(C4)C3C2=O)CC1 (stereo not drawn)
- DUSP3 inh: 0

Cc1nn(CC(=O)Nc2ccc(O)cc2)c(=O)c2ccccc12
- DUSP3 inh: -20

CCCCCCCCNS(=O)(=O)c1ccc([N+](=O)[O-])cc1
- DUSP3 inh: -5

COc1ccc(N(CC(=O)Nc2ccc(Oc3ccccc3)cc2)S(C)(=O)=O)cc1Cl
- DUSP3 inh: -5

Cc1ccc(OCc2nnc(NC(=O)OCC(C)C)s2)c(C)c1
- DUSP3 inh: 15

O=C1CC(c2ccccc2)CC2=C1C(c1ccc(Cl)cc1Cl)Nc1ccccc1N2 (stereo not drawn)
- DUSP3 inh: -19

O=C(O)c1cc(N2C(=O)c3ccc(Oc4ccc5c(c4)C(=O)N(c4ccc(O)c(C(=O)O)c4)C5=O)cc3C2=O)ccc1O
- DUSP3 inh: -11

Cc1n[nH]c(=S)n(/N=C/c2cc(Cl)ccc2Cl)c1=O
- DUSP3 inh: -16

Cc1ccc(NC2=C(Cl)C(=O)N(c3ccccc3Cl)C2=O)cc1Cl
- DUSP3 inh: -7

COc1ccc(C2/C(=C(\O)c3ccc([N+](=O)[O-])cc3)C(=O)C(=O)N2CCCCCC(=O)O)c(OC)c1 (stereo not drawn)
- DUSP3 inh: -13

CCOc1ccc(S(=O)(=O)N=Nc2c(O)[nH]c3ccccc23)c2ccccc12
- DUSP3 inh: 4

COc1ccc(C(=O)N/C(=C\c2ccc(-c3cccc([N+](=O)[O-])c3)o2)C(=O)NCc2cccnc2)cc1
- DUSP3 inh: 3

CN(Cc1ccccc1)C(=O)c1cc2nc(-c3ccccc3)cc(-c3ccccc3)n2n1
- DUSP3 inh: 6

O=C(NN1C(=O)c2ccccc2C1=O)c1ccc(Cl)c(Cl)c1
- DUSP3 inh: -5

O=C(Nc1nnc(COc2ccc(F)cc2)s1)c1cccc2ccccc12
- DUSP3 inh: -7

Fc1ccc(NC(=S)N2CCN(C/C=C/c3ccccc3)CC2)cc1
- DUSP3 inh: 0

COc1cccc(N(CC(=O)Nc2cc(OC)ccc2OC)S(=O)(=O)c2ccccc2)c1
- DUSP3 inh: -7

C=C(Br)Cn1c(C)nc2ccccc21
- DUSP3 inh: -9

O=C1CC(=O)N(c2cccc(Cl)c2)N1
- DUSP3 inh: 75*

Nn1c(-c2ccco2)nc2ccccc2c1=O
- DUSP3 inh: -3

Cc1ccc(S(=O)(=O)N=C2C=C(Cl)C(=O)C(Br)=C2)cc1
- DUSP3 inh: 79

COc1cc(NC(=O)c2cccc(F)c2)cc(OC)c1
- DUSP3 inh: -13

CCOC(=O)C1=C(C)N(c2ccc(OC)cc2)C(=O)/C1=C\c1ccc(O)c(OCC)c1
- DUSP3 inh: 23

CC(Oc1cccc(Cl)c1)C(=O)Nc1cc([N+](=O)[O-])ccc1Cl (stereo not drawn)
- DUSP3 inh: -8

O=C(N/N=C/c1coc2ccccc2c1=O)c1cc(O)cc(O)c1
- DUSP3 inh: 8

Cc1nccn1CC(=O)N1c2ccccc2Sc2ccccc21
- DUSP3 inh: -10

O=C(c1ccc([N+](=O)[O-])cc1)C12CN3CN(CN(C3)C1)C2
- DUSP3 inh: -10

O=C(Nc1ccccc1C(=O)O)c1ccc2c(c1)C(=O)N(C1CCCCC1)C2=O
- DUSP3 inh: -13

Cc1ccc(C(C)C)c(OCC(=O)Nc2cc(C(F)(F)F)ccc2Cl)c1
- DUSP3 inh: -17

CN(C)CCOCCOCCN(C)C
- DUSP3 inh: -18

O=CN1CCN(C(=O)c2ccc(C#Cc3ccccc3)cc2)CC1
- DUSP3 inh: 99

Cc1ccc(S(=O)(=O)Nc2cc(C(C)(C)C)c(O)c(C(C)(C)C)c2)cc1
- DUSP3 inh: -54

Nc1nc2n(n1)C(c1ccccc1)C=C(c1ccccc1)N2 (stereo not drawn)
- DUSP3 inh: -1

O=C(Nc1cccc(Cl)c1)[C@@H]1C2C=CC(C2)[C@@H]1C(=O)O (stereo partly drawn)
- DUSP3 inh: -18

O=c1cc(C(F)(F)F)c2ccc(OCc3ccc(Cl)cc3)cc2o1
- DUSP3 inh: 1

Cc1cccc(NC(=O)c2cc3c(ccc4ccccc43)oc2=O)n1
- DUSP3 inh: 3

CC(C)c1ccccc1NS(=O)(=O)c1ccc([N+](=O)[O-])cc1
- DUSP3 inh: 3

C/C(=N/NC(=O)Nc1ccccc1)C1CC1
- DUSP3 inh: -17

COC(=O)c1sc(NC(=O)c2c(-c3ccccc3)noc2C)c(C(=O)OC)c1C
- DUSP3 inh: -6

CC(=O)CC(=O)Nc1ccc(Br)cc1
- DUSP3 inh: -13

Cc1ccc2oc(-c3ccc(NC(=O)/C=C/c4ccccc4)cc3O)nc2c1
- DUSP3 inh: 4

CN1CCN(Cn2c(O)c(N=NC(=O)c3ccccc3Br)c3ccccc32)CC1
- DUSP3 inh: 22

Cc1cccc(-n2c(C)cc(/C=C3/NC(=O)NC3=O)c2C)c1
- DUSP3 inh: -9

Clc1ccc2c(Sc3cccc4cccnc34)ccnc2c1
- DUSP3 inh: 6

COc1ccc(NC(=O)c2sc3nccc(=O)n3c2C(=O)O)cc1
- DUSP3 inh: 32

Cc1cc(SCc2ccccc2)n2ncnc2n1
- DUSP3 inh: -11

C/C(=N\NC(=O)COc1ccccc1C)c1ccccc1
- DUSP3 inh: -1

O=C(CSCc1ccccc1)Nc1nnc(/C=C/c2ccccc2)s1
- DUSP3 inh: -28

O=C1NCc2ccccc2C1(c1ccc(F)cc1)c1ccc(F)cc1
- DUSP3 inh: 6

The list is partial. The share of hits here may be higher or lower than overall.
